RBBP9 inh – human RBBP9 hydrolase inhibition; inhibition, % at 7.94 µM; O75884; recombinant RBBP9, FP-Rh probe fluorescence polarization; 220,000 tested, 0.2% active;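 active = inhibition above the campaign mean of all tested compounds plus 3 SD, cut at about 14% in these data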;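 note: plate controls were DMSO wells with RBBP9 for no effect and wells lacking RBBP9 protein for full effect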
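System: RBBP9 protein / Buffer or medium: Tris/NaCl buffer pH 8.0 with 0.1% Pluronic / Probe or stimulus: Serine-hydrolase probe FP-Rh, 375 nM pre-mixing / Dosing: 7.94 µM single dose, 0.794% DMSO / Times: enzyme-compound preincubation 30 min, then probe labeling 45 min, 25 °C / Technique: fluorescence polarization (mP), excitation 525 nm, emission 598 nm / Replication: singlicate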
BaF3 parental – parental Ba/F3 viability inhibition as JAK2V617F counter-screen. inhibition, % at 5.6 µM. CellTiter-Glo ATP luminescence. 220,000 tested, 1.1% active. AID 1486;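 active = inhibition above a per-campaign cutoff, the mean inhibition of all tested compounds plus 3 SD, cut at about 27% in these data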;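 note: 0% = DMSO wells and 100% = JAK Inhibitor I control wells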
EP2 antag – blocks the human prostaglandin E2 receptor EP2. C6 glioma cells expressing human EP2, cAMP TR-FRET; cells stimulated with saturating PGE2. inhibition, % at 25 µM. 260,000 tested, 0.52% active. AID 1422;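 active = percent inhibition above 40 after rounding to a whole number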;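 note: rat C6 glioma host cells with rolipram phosphodiesterase inhibitor present; the protocol text gives 20 µM as final concentration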
Target sequence (P43116 whole entry, looked up): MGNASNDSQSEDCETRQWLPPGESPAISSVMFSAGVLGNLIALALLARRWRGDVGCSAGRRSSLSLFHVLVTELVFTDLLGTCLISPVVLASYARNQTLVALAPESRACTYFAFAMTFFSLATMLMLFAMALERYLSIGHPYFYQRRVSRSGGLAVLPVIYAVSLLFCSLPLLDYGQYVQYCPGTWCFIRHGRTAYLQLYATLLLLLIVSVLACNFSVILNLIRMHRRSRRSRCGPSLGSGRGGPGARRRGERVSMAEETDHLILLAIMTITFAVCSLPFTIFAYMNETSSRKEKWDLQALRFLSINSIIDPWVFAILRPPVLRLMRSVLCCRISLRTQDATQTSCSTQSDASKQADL
PPC-1+TRAIL kill – kills PPC-1 cancer cells in the presence of TRAIL; PPC-1 cells + TRAIL, ATPLite viability luminescence; cell killing (% activity), % at 4 µM; 220,000 tested, 0.41% active;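 active = cell killing above 50% in the first pass at 4 µM, then a duplicate retest at 5 µM averaging 50% or more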;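 note: plate controls were cells with TRAIL plus DMSO for no effect and medium-only wells lacking cells for full effect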
TbHK1 inh – T. brucei hexokinase 1 inhibition | recombinant TbHK1, G6PDH-coupled NADH A340 | inhibition, % at 10 µM | 220,000 tested, 0.11% active | AID 1430;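 active = inhibition of 50% or more in the single-dose primary screen; inactive = inhibition below 50%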
p47phox inh – p47phox (human) inhibition; P14598; p47phox/p22phox peptide binding, fluorescence polarization, 2 h; inhibition, % at 24.7 µM; 220,000 tested, 0.53% active; AID 1274;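 active = inhibition above about 30%, limit read from the data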;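 note: 0% = p47phox with labelled peptide and 100% = labelled peptide alone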
Furin inhibitor – blocks human furin protease activity; purified furin, fluorogenic substrate cleavage; inhibition, % at 30 µM; 220,000 tested, 0.061% active; in the data active = inhibition above about 25%; note: inactives centre near -15
Target sequence (P09958 108-714 limits assumed): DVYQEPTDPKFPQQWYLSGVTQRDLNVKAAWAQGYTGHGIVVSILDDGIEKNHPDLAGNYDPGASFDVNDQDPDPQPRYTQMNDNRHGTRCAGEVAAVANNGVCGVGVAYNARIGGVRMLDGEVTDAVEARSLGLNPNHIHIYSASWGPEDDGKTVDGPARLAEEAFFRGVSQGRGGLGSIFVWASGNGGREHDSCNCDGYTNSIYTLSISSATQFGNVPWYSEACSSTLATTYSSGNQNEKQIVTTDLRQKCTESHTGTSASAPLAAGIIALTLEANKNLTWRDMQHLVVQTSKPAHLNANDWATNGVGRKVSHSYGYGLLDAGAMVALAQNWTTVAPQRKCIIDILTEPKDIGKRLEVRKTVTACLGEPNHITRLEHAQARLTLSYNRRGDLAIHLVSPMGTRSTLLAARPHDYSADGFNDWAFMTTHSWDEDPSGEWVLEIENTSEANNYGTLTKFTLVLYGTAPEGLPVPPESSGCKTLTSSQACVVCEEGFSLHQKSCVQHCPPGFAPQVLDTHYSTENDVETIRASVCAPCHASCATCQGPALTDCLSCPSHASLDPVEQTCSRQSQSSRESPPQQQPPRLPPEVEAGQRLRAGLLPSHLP
p97 inhibitor – human p97 ATPase inhibition; P55072; recombinant p97 ATPase, Kinase-Glo ATP luminescence, 3 h; inhibition, % at 8 µM; 220,000 tested, 0.42% active; AID 1481; in the data active = inhibition above about 15%;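 note: 0% = DMSO vehicle and 100% = wells lacking enzyme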
Ba/F3 V617F tox – reduce viability of Ba/F3 cells dependent on JAK2V617F; 220,000 tested, 1.1% active; AID 1446; Ba/F3 EpoR-JAK2V617F viability, ATP luminescence; inhibition, % at 5.6 µM;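 active = inhibition above the campaign mean plus 3 SD over all tested compounds, cut at about 24% in these data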;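 note: cytokine-independent growth of Ba/F3 cells driven by EpoR plus mutant JAK2; 0% = DMSO-treated cells and 100% = JAK inhibitor I control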
* = called active by the depositor; x = no result given; [ ] = another dose, or the depositor's remark. Only part of the results is shown. The share of hits here may be higher or lower than overall.

The line under a structure holds: RBBP9 inh	BaF3 parental	EP2 antag	PPC-1+TRAIL kill	TbHK1 inh	p47phox inh	Furin inhibitor	p97 inhibitor	Ba/F3 V617F tox
1. O=C(CCc1nnc(Cc2ccc(-c3ccccc3)cc2)o1)N1CCCC1
  -9	5	3	9	0	3	-19	-3	1
2. CN(C)c1nc(OCCNC(=O)COc2ccc(Cl)cc2Cl)nc(N2CCOCC2)n1
  2	3	10	3	1	-13	-13[20 µM]	0	-2
3. CCOC(=O)c1ccc(NC(=O)CSc2nc(C)nc3c2c(=O)n(C)c(=O)n3C)cc1
  4	2	6	5	3	-7	-21	9	-4
4. CCN1CCN(C(=O)Cn2cnc3sc(C)c(S(=O)(=O)N4CCN(c5ncccn5)CC4)c3c2=O)CC1
  -5	14	7	13	-3	-2	-13	1	2
5. O=C(/C=C/c1ccc2c(c1)OCCO2)c1ccccc1
  -4	-5	8	24	-22	-19	-16	5	-4
6. Nc1cccc(/C=C/C(=O)O)c1
  -4	0	6	-2	-18	-10	-14	-1	0
7. CCC(C)(C)C1CCc2c(sc(N)c2C(N)=O)C1 (stereo unspecified)
  -10	4	0	16	-4	-11	-23	4	-2
8. COc1ccc(NC(=O)CCSc2nnc(C)s2)cc1
  -1	6	9	13	3	-2	2[20 µM]	1	3
9. Cc1ccc(C(=O)c2sc3nsc(C)c3c2N)cc1
  -4	2	3	12	-4	-2	-16[20 µM]	4	-5
10. C=CCn1c(SCc2ccc(C(=O)NCCO)cc2)nc2sc(C)c(C)c2c1=O
  -4	4	7	-26	-29	-7	-10	-1	4
11. O=C(COc1ccc([N+](=O)[O-])cc1)NCc1ccncc1
  -3	5	5	6	-11	-5	-16	2	-1
12. COC(=O)CN1C(=O)N/C(=C/c2cc(OC)c(OC)cc2C)C1=O
  2	90*	6	9	-26	-4	-9	6	-2
13. O=C(CN1CCOCC1)Nc1ncc(Br)cc1Br
  -6	4	7	12	1	-3	-23	-1	4
14. CCOC(=O)C1=NN(c2ccc(C)cc2)C2(S1)SC(C(C)=O)=C(C)N2c1ccccc1 (stereo unspecified)
  0	0	5	17	-1	-16	-21[20 µM]	0	-2
15. CCn1c(C)nc2cc(C(=O)N/N=C/c3ccc(OC)c(O)c3)ccc21
  -6	5	13	35	-16	18	5	1	0
16. CCNC(=S)N1CCCC(c2nc3ccc(C)cc3[nH]2)C1 (stereo unspecified)
  -2	7	5	3	-5	1	-32	-3	1
17. O=C(NNC(=O)C1CCCCC1)c1ccco1
  -1	6	1	0	3	-3	-20	4	0
18. Cc1nc(NCCc2ccccc2F)c(C#N)c(C)c1[N+](=O)[O-]
  -1	-2	3	-1	-6	-7	-17[20 µM]	-5	-1
19. c1ccc2c(c1)ccc1nnc(-c3ccc4c(c3)OCO4)n12
  6	6	-1	10	-3	-1	-4[20 µM]	1	20
20. O=C(NCc1nc(-c2ccccc2)no1)Nc1ccc(F)cc1
  2	-1	11	-8	-1	-10	-17	2	-2
21. Nc1[nH]nc2nc(NCc3ccccc3)c3c(c12)CCN(Cc1ccccc1)C3
  -2	-5	x	18	1	-9	-18	7	-7
22. O=C(Nc1cc2nn(-c3ccccc3)nc2cc1Cl)c1ccco1
  -7	1	9	12	-14	-5	-16[20 µM]	0	0
23. C/C(=C\C(=O)c1ccc(F)cc1)Nc1ccc(N2CCOCC2)cc1
  5	10	14	4	-16	-4	-23[20 µM]	-4	5
24. Cc1oncc1C(=S)Nc1ccccc1
  -3	-2	10	3	-5	-2	-25	2	-3
25. CCn1c(O)c2ccc(C(=O)N=NC(=O)c3cccnc3)cc2c1O
  -5	1	5	-4	-13	-1	-23	0	-5
26. Cc1ccc([N+](=O)[O-])c(C(=O)N/N=C/c2cccnc2)c1
  0	-1	14	13	-29	-6	-6	5	-1
27. COc1cc(/C=C/C(=O)OCC(=O)Nc2cc(S(=O)(=O)N3CCCCC3)ccc2C)ccc1O
  -12	2	9	12	-15	-15	-5	-4	2
28. Clc1ccc(OCCn2cnc3ccccc32)cc1
  -4	1	7	-3	1	0	-30[20 µM]	1	-1
29. COc1ccc(C2CC(c3ccccc3)=NN2C(=O)COC(=O)C2(C)CC2(Cl)Cl)cc1 (stereo unspecified)
  -8	4	8	6	0	1	-18	-2	1
30. O=C(CN1C(=O)CCC1=O)Nc1ccc2c3c(cccc13)CC2
  -4	1	11	5	-6	-6	-16	-2	0
31. COc1cccc2c1OC[C@@H](CO)[C@H]2N(C)C(=O)Nc1ccccc1
  -9	6	4	2	2	-4	-23[20 µM]	1	0
32. O=C(CN(Cc1ccco1)C(=O)c1ccc(Cl)cc1)Nc1ccc(Cl)c(Cl)c1
  0	2	7	11	24	-5	-3	0	1
33. Cc1cc(C)c2[nH]c(=O)c(C(c3nnnn3Cc3ccc4c(c3)OCO4)N3CCCC3)cc2c1 (stereo unspecified)
  0	4	15	-15	-19	-33	-8	4	1
34. Fc1ccccc1N=C1Nc2cccc3cccc1c23
  -4	12	6	26	0	5	-28	8	-1
35. CS(=O)(=O)N1CCN(c2ccccc2NC(=O)c2cccnc2Cl)CC1
  -4	2	5	-2	2	-5	-16[20 µM]	0	-4
36. Cc1nn(CC(=O)OCC(=O)Nc2c(C(C)C)cccc2C(C)C)c(C)c1[N+](=O)[O-]
  -6	1	3	25	31	-5	-8	3	-5
37. O=C(COC(=O)Cc1cn2ccsc2n1)NCc1ccc2c(c1)OCO2
  1	3	11	8	-7	-3	-18	4	2
38. CC(C)CC(C(=O)NC(C)(C)C)N(CC1CCCO1)C(=O)c1snc(C(N)=O)c1N (stereo unspecified)
  -5	6	11	x	-12	-11	-29	0	-2
39. Cc1cc(C)cc(N2C(=O)CC(Sc3ncn[nH]3)C2=O)c1 (stereo unspecified)
  -8	1	8	-7	-2	6	-28	5	-2
40. COc1nc(-c2ccccc2)ccc1-c1noc(COc2ccccc2)n1
  -7	3	10	11	1	-67	-16[20 µM]	0	-5
41. O=C1Nc2ccccc2/C1=N/N=C/c1cccc(O)c1
  4	1	11	29	-38	1	1	9	-3
42. CN(Cc1ccon1)Cc1cn(C)nc1-c1cccc(Cl)c1
  -9	5	7	13	10	-15	7	-1	2
43. c1csc(-c2nn3c(C4COc5ccccc5O4)nnc3s2)c1 (stereo unspecified)
  -7	4	9	29	0	-13	-14[20 µM]	2	-3
44. CC(C)c1ccc(NC(=O)CCCN2C(=S)NC(C)(C)CC2C)cc1 (stereo unspecified)
  0	4	7	-19	1	-2	-20	-5	2
45. O=C(c1cnsn1)N1CCN(c2ccccn2)CC1
  -2	-1	18	17	-6	-21	-19[20 µM]	-3	-2
46. Cc1ccccc1NC(=S)NCC(c1cccnc1)N1CCOCC1 (stereo unspecified)
  -3	8	2	5	-2	0	-18	-3	1
47. O=C(NCc1ccc2c(c1)OCO2)C1CCCN1S(=O)(=O)c1ccc(F)cc1 (stereo unspecified)
  -1	-3	9	-9	-11	-7	-11	0	4
48. Cc1cccc(NC(=O)c2oc3c(c2C)C(=O)CC(C)(C)C3)n1
  -2	1	2	7	0	0	-8[20 µM]	-7	0
49. COc1ccc(N(CC(=O)NC2CCCCCCC2)S(=O)(=O)c2c(C)nn(C)c2C)cc1
  -2	2	16	-17	-23	-10	-15	-6	-5
50. Cn1c(=O)c2cc(S(=O)(=O)NCCC(=O)Nc3ccccc3F)ccc2n(C)c1=O
  -12	3	5	3	36	-8	-4	-5	3
51. Cc1cccc(C)c1Nc1nnc(SCC(=O)Nc2cc(S(=O)(=O)N3CCCCC3)ccc2Cl)s1
  -10	6	8	-9	24	-62	-10	4	0
52. CC(=O)Nc1ccc(SCC(=O)N(C)C2CCS(=O)(=O)C2)cc1 (stereo unspecified)
  -6	0	0	22	-4	-2	-21	7	1
53. Cc1ccc(OCCn2nc3ccccc3n2)c(C)c1
  -1	0	6	17	-3	-9	-15[20 µM]	-1	-2
54. C=CCc1c(C)nn(CC(=O)O)c1-c1ccccc1
  -8	7	6	5	2	-9	-18	1	-1
55. Nc1ccc(Nc2ccccc2)c(Cl)c1
  5	0	8	16	-4	-1	-12	4	-4
56. N#C/C(=C\c1cn(CC(=O)N2CCCCC2)c2ccccc12)C(=O)NCc1ccc2c(c1)OCO2
  -4	13	3	14	-15	-94	-8	1	3
57. CSc1nsc(SCC(=O)Nc2nncs2)n1
  -5	12	9	-7	1	2	-17	-1	6
58. COc1ccc(S(=O)(=O)NC(CC(=O)NCc2ccco2)c2ccco2)cc1 (stereo unspecified)
  2	7	11	7	-3	-11	18[20 µM]	6	-3
59. COc1ccccc1NS(=O)(=O)c1cc(NC(=O)CCC(=O)c2cccs2)ccc1Cl
  -25	6	3	-21	5	-47	-15	0	1
60. CC(C)(C)c1ccc(-c2nnc(SC3CCOC3=O)n2Cc2ccccc2)cc1 (stereo unspecified)
  -11	1	10	7	-6	-12	4	-6	2

(listing goes on)
The line under a structure holds: RBBP9 inh	BaF3 parental	EP2 antag	PPC-1+TRAIL kill	TbHK1 inh	p47phox inh	Furin inhibitor	p97 inhibitor	Ba/F3 V617F tox
61. CS(=O)(=O)NCc1ccc(C(=O)NCc2ccccc2)cc1
  -2	1	9	14	3	6	-10[20 µM]	3	-5
62. CC1=NN(C(N)=S)C(=O)C1N=Nc1ccccc1 (stereo unspecified)
  1	-2	2	23	-12	11	-13	10	-3
63. Cc1c(C(=O)O/N=C(\N)c2ccccn2)cccc1[N+](=O)[O-]
  -8	0	4	48	2	-7	-19	-7	3
64. COc1ccc(CN(C(=O)CSc2nnc(-c3ccccc3F)o2)c2ccc(F)cc2)cc1
  -6	4	9	24	7	-7	-19[20 µM]	-8	4
65. O=C(Nc1ccc(F)cc1F)c1ccccc1-c1ccccc1
  -11	3	6	-9	2	-1	-10	-4	1
66. CC1COc2ccccc2N1S(=O)(=O)c1ccccc1 (stereo unspecified)
  -4	6	3	-14	-1	-3	-18	5	2
67. O=C(c1ccc(N2CCCC2)c([N+](=O)[O-])c1)N1CCN(c2ccccn2)CC1
  -6	4	16	2	-5	-18	-24	2	0
68. C=CCc1cccc2cc(C(=O)Nc3cccc(C(=O)O)c3)c(=O)oc12
  7	-12	5	-10	-22	-7	-12	4	2
69. O=C1c2ccccc2NC(c2cccs2)N1NS(=O)(=O)c1ccccc1 (stereo unspecified)
  -9	3	1	-10	4	4	-16	0	4
70. C/C(=N\NC(=O)Cn1ccc(C(F)(F)F)n1)c1ccc(N2CCOCC2)cc1
  -4	-3	4	7	-28	-6	-5	-1	-5
71. CCOC(=O)c1sc2nc(SCC(=O)NCc3ccco3)n(Cc3ccccc3)c(=O)c2c1C
  -2	8	8	13	-14	-8	-14	-1	3
72. Cc1ccc(S(=O)(=O)NCc2ccc3[nH]c(C)cc3c2)cc1
  -4	4	10	26	1	-12	-16	1	1
73. Nc1nc(NCC2CCCO2)nc(NCC2CCCO2)c1[N+](=O)[O-] (stereo unspecified)
  -4	7	15	-8	-49	-7	0	6	1

One compound at a time, as listed above.
Nc1nc(NCC2CCCO2)nc(NCC2CCCO2)c1[N+](=O)[O-] (stereo unspecified) as listed: RBBP9 inh: -4; BaF3 parental: 7; EP2 antag: 15; PPC-1+TRAIL kill: -8; TbHK1 inh: -49; p47phox inh: -7; Furin inhibitor: 0; p97 inhibitor: 6; Ba/F3 V617F tox: 1
COc1ccc(CN(C(=O)CSc2nnc(-c3ccccc3F)o2)c2ccc(F)cc2)cc1 as listed: RBBP9 inh: -6; BaF3 parental: 4; EP2 antag: 9; PPC-1+TRAIL kill: 24; TbHK1 inh: 7; p47phox inh: -7; Furin inhibitor: -19[20 µM]; p97 inhibitor: -8; Ba/F3 V617F tox: 4

Screening data (PubChem)
